ADAM10 inh: ADAM10 inhibition, QFRET primary screen; O14672; recombinant ADAM10, EDANS/DABCYL FRET peptide cleavage, 3 h; inhibition, % at 7 µM; 370,000 tested, 0.62% active;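 active = inhibition above a per-campaign cutoff equal to the mean of compounds falling between control-based bounds plus 3 SD, cut at about 20% in these data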;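 also: 0% = DMSO wells while the 100% control is not disclosed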
SIAE inh: blocks human sialic acid acetylesterase; AID 1053197; Q9HAT2; 370,000 tested, 0.69% active; inhibition, % at 9.66 µM; SIAE FP-Rh probe binding, fluorescence polarization;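 active = inhibition above a cutoff: mean of compounds within the control limits plus 3 SD of those, cut at about 17% in these data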;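 also: 0% = plate median of compound wells and 100% = probe without SIAE protein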
PLCg1 inh: PLC-gamma1 (human) inhibition, primary screen; inhibition, % at 12.2 µM; purified PLC-gamma1, fluorogenic substrate, fluorescence; P19174; 370,000 tested, 0.84% active; in the data active = inhibition above about 9.5%
DDE Tn7 FP inh: DD(E)-Tn7 binding inhibition, primary FP screen; P02675; FP displacement of FITC-Tn7 peptide from fibrin DD(E); 0% = median of compound wells per plate; inhibition, % at 8.3 µM; 370,000 tested, 0.13% active;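 active = inhibition above the mean of compounds falling within the control limits plus 3 SD of them, cut at about 14% in these data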;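 also: 0% = plate median of compound wells and 100% = 10 µM Aha-Tn7 peptide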
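Assay system: Human fibrin DD(E) protein | Medium: Tris buffer with calcium and detergent, pH 7.8 | Reagent: 0.1 µM fluorescent Tn7 | Compound dosing: Single point at 8.3 µM | Times: 10 min preincubation, 3 h with tracer, room temperature | Detection: Fluorescence polarization of the labelled Tn7 tracer | Controls: Aha-Tn7 high control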
Tn6 DDE FP: DD(E)-Tn6 binding inhibition, primary FP screen; Fibrin DD(E) TRITC-Tn6 fluorescence polarization displacement; inhibition, % at 8.3 µM; 370,000 tested, 0.21% active; AID 720509;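 active = inhibition above a per-campaign cutoff: mean of compounds within control limits plus 3 SD, cut at about 15% in these data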;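 also: 0% = median of all compound wells on the plate and 100% = blocking peptide control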
TDP2 absorb: TDP2 (human) inhibition, absorbance primary screen; O95551; recombinant TDP2, T5PNP hydrolysis, p-nitrophenol absorbance 415 nm; inhibition, % at 12.8 µM; 370,000 tested, 0.34% active; AID 720702;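 active = inhibition above the mean of all tested compounds plus 3 SD, set per campaign, cut at about 25% in these data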;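 also: 0% = DMSO with enzyme and 100% = buffer with substrate but no TDP2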
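test system = human TDP2 enzyme | input = TDP2 enzyme at 120 nM final | medium = 50 mM Tris-HCl pH 7.5 with Mg2+, KCl, DTT, BSA | also added = T5PNP substrate, 5 mM | times = 2 h at 37 °C | technique = epi absorbance | benchmarks = high control without enzyme, low control DMSO plus TDP2 | replication = each compound tested once, singlicate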
ARFGAP1 inh: inhibits rat ARF GTPase activating protein 1; inhibition, % at 16.5 µM; 360,000 tested, 0.26% active; Arfgap1-stimulated ARF1 GTP hydrolysis, GDP FP detection; AID 651572;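 active = inhibition above a per-plate limit, mean inhibition of low control wells plus 3 SD, cut at about 25% in these data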;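 also: 0% = DMSO wells with enzyme and 100% = wells lacking Arfgap1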
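System: truncated rat Arfgap1 GAP domain / Medium: HEPES-based buffer, pH 7.5 / Also added: N-terminally truncated human ARF1-GTP substrate / Incubation: enzyme reaction 120 min at 25 °C after 20 min preincubation / Measured by: FP of antibody-bound GDP Alexa 633 tracer, ex 620/em 688 nm / Replicates: singlicate, each compound tested once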
PLC-beta3 inh: PLC-beta3 (human) inhibition, primary screen; inhibition, % at 12.2 µM; Q01970; Purified PLC-beta3, fluorogenic substrate, fluorescence; 370,000 tested, 0.18% active; in the data active = inhibition above about 11%;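 also: 0% = median of compound wells on plate and 100% = full blocker control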
Target sequence (Q01970 whole entry, looked up): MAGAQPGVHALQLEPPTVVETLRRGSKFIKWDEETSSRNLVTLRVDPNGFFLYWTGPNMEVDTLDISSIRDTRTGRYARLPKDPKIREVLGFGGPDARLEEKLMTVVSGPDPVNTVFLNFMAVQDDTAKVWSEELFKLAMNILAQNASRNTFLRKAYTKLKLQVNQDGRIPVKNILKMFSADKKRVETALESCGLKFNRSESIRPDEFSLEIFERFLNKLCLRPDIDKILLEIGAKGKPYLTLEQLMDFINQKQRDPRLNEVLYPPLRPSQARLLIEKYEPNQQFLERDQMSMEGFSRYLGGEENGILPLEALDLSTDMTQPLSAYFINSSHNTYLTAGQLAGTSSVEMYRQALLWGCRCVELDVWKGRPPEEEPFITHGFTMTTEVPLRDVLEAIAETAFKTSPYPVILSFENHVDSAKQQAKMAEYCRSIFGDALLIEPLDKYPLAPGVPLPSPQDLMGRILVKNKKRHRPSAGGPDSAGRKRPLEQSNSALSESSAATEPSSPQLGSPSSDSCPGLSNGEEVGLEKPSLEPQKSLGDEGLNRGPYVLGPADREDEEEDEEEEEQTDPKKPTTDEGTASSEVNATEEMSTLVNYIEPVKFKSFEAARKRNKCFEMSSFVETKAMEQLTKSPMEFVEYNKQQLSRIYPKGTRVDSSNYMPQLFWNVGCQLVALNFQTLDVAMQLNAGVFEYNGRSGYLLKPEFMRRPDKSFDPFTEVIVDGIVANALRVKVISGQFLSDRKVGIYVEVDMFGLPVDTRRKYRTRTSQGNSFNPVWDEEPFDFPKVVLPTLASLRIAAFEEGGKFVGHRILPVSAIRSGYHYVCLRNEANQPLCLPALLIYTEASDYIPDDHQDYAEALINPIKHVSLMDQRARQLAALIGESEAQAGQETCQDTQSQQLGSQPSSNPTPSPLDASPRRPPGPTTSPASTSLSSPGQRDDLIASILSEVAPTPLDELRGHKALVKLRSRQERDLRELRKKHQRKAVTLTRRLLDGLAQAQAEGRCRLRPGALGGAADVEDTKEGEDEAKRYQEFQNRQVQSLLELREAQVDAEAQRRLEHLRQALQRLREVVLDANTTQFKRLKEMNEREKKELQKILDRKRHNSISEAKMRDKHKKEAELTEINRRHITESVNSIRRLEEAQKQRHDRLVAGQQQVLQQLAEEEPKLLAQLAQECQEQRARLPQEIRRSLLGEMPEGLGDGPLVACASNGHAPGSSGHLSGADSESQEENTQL
ASAP1 GAP inh: blocks human ASAP1-stimulated Arf1 GTP hydrolysis | inhibition, % at 16.5 µM | Q9ULH1 | GDP FP detection | 360,000 tested, 0.19% active | AID 624377; in the data active = inhibition above about 25%;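 also: 0% = vehicle with enzyme and substrate and 100% = no enzyme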
ADAM17 inh: inhibits human ADAM17; 370,000 tested, 0.83% active; recombinant ADAM17, EDANS/DABCYL FRET peptide cleavage; inhibition, % at 6.95 µM;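 active = inhibition above the mean of compounds lying between control limits plus 3 SD, set per campaign, cut at about 8.5% in these data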;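 also: 0% = DMSO-only wells as the low control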
* = called active by the depositor; . = no result given.

molecule,ADAM10 inh,SIAE inh,PLCg1 inh,DDE Tn7 FP inh,Tn6 DDE FP,TDP2 absorb,ARFGAP1 inh,PLC-beta3 inh,ASAP1 GAP inh,ADAM17 inh
CC1CC(=O)Nc2ccccc2N1C(=O)CN1CCN(C=O)CC1 (stereo not drawn),-0.6,1.7,3.2,-3.2,7.0,3.7,16.5,0.4,-18.5,3.6
CC(=O)O/N=C/c1c(Cl)n(C)c2ccccc12,-2.7,1.5,-7.4,2.8,-6.4,12.6,1.1,4.1,-13.0,-3.0
O=C(Nc1nnc(CCN2CCCCC2)s1)c1cccc(Cl)c1,2.5,-0.1,-0.1,-7.2,1.8,-4.3,13.3,-5.8,-13.5,3.1
CCOc1ccc2[nH]cc(C(=O)N3CCN(CC)CC3)c(=O)c2c1,-125.5,-0.8,-4.8,7.4,3.8,3.1,-6.2,-8.1,-8.0,-26.4
N=c1n(Cc2ccccc2)c2ccccc2n1Cc1ccccc1,2.2,3.2,0.8,-3.1,4.1,0.5,8.3,3.0,-4.9,1.4
O=C(Nc1ccc(Oc2cccnc2)cc1)C1CCN(Cc2cccc(Cl)c2)CC1,-4.6,3.8,-1.1,-0.2,6.0,-1.2,2.8,-10.5,-0.6,4.4
O=C(CS(=O)(=O)Cc1ccccc1)N1CCN(c2cccc(C(F)(F)F)c2)CC1,2.1,3.3,-2.0,0.7,2.4,-2.4,8.2,-0.9,-8.3,2.0
O=S(=O)(c1ccc2c(c1)OCCO2)N1CCN(S(=O)(=O)c2c(F)cccc2F)CC1,0.2,-0.1,-0.5,8.9,-1.4,3.6,.,1.0,.,-1.8
CCCOc1cccc(C2/C(=C(/O)c3ccccc3)C(=O)C(=O)N2CCN(C)C)c1 (stereo not drawn),3.3,5.0,5.5,-5.8,-5.5,-1.8,15.3,3.0,10.9,-1.3
O=C(CNC(=O)c1ccc(Cl)cc1Cl)OCC(=O)N1CCCC1=O,-3.4,-1.1,1.6,8.7,6.6,-5.6,-12.1,2.4,-11.3,-3.6
O=C(C[C@@H]1C/C=C/CC[C@H](Cc2ccc(F)cc2)C(=O)O[C@H](c2ccccc2)CNC1=O)NCCO,-11.9,9.0,0.2,-1.4,-1.4,5.2,-2.3,1.2,-1.6,-5.8
CCOc1ccccc1Oc1coc2cc(OC)ccc2c1=O,0.6,2.5,2.1,-4.8,2.6,2.9,-9.8,2.4,-6.8,0.2
CCC(=O)Nc1cccc(-c2nc3ccccc3c(=O)o2)c1,-2.8,-0.6,2.0,3.7,-5.1,4.9,-7.9,3.9,6.6,-3.8
Cc1ccc(NC(=O)c2cc(-c3ccccc3O)n[nH]2)cc1C,3.5,-5.1,-1.1,3.2,3.0,-2.6,-4.7,-5.7,-7.4,-7.1
Cc1[nH]cnc1CN1CCc2c(c3ccccc3n2C)C1=O,-5.0,-3.6,0.7,4.5,10.8,12.8,-1.5,1.3,9.4,-3.1
O=c1[nH]cnc(CN2CCCCC2)c1O,-6.2,10.8,1.0,-2.8,-5.6,-9.7,3.0,1.6,4.4,0.5
O=C(C1=C[C@H](c2coc3ccccc3c2=O)C[C@H](OCCCCO)O1)N1CCN(Cc2ccccc2)CC1,3.8,-2.0,3.3,-5.0,-1.9,-13.5,-6.4,-0.3,9.0,2.6
Cc1cc(NC(=O)C2CCCC2)n(-c2nc3ccccc3[nH]2)n1,16.7,3.0,10.8*,1.0,-1.0,-9.6,8.5,4.9,-8.4,5.5
COc1ccccc1NC(=O)c1cc(C)nc2ccccc12,-2.7,1.9,-0.1,6.0,3.0,6.5,-2.6,-0.8,-15.8,-5.9
CC(C)(C)C(=O)Nc1ccc(C(=O)NNC(=O)c2ccccc2)cc1,-5.0,-1.7,2.2,1.3,6.0,5.5,-19.7,2.1,3.7,-0.7
CC1CN(S(=O)(=O)c2ccc(C(=O)Nc3nc(-c4cc5ccccc5o4)cs3)cc2)CC(C)O1 (stereo not drawn),-5.3,4.2,-4.3,0.0,5.5,-2.7,-4.8,-3.6,6.2,-1.9
Cc1ccc(NC(=O)COC(=O)C2CC2)cc1Cl,-8.9,6.8,-1.5,5.5,-8.9,-8.6,-3.8,-5.2,-0.2,-4.1
CCc1ccccc1-n1ncc(C(=O)Nc2ccc(OC)cc2)c1C,2.8,-11.2,-2.3,3.0,3.6,-2.5,8.7,-8.9,1.9,0.1
O=C(CCCN1C(=O)C(c2ccccc2)Oc2cccnc21)NCCc1ccc(Cl)cc1 (stereo not drawn),1.6,3.8,-0.1,-6.3,-8.0,8.2,-2.9,-2.1,1.9,0.2
O=C(O)c1ccc([N+](=O)[O-])c(CS(=O)(=O)c2ccc(Cl)cc2)c1,-6.4,-2.2,6.3,-7.2,-1.9,-3.8,3.3,1.0,12.7,-0.8
COc1ccc(C)cc1NC(=O)CNC(=O)c1sc2ccccc2c1Cl,-8.7,-9.8,5.9,-2.1,-6.1,9.6,-3.5,-5.8,-6.3,-1.9
O=C(CN1CCN(c2ccccc2)CC1)Nc1ccncc1,-1.4,0.1,7.6,-0.4,-4.0,-0.8,-10.2,-3.8,5.1,1.3
COC(=O)[C@]1(C)N[C@H](c2ccc(-c3ccc(Cl)c(Cl)c3)cc2)[C@@H]2C(=O)N(C)C(=O)[C@@H]21,-7.3,-2.5,0.4,-2.0,-12.5,7.1,12.4,-2.1,-9.2,-6.2
COc1ccc(NC(=O)CC2SC(=O)NC2=O)cc1 (stereo not drawn),12.2,0.0,4.0,-3.7,-4.1,-0.4,6.4,2.0,1.2,4.6
COc1cc2[nH]c(=O)n(CCC(=O)NCCC(C)C)c(=O)c2cc1OC,-36.4,-4.7,2.4,-3.9,-8.3,-3.5,2.8,-0.3,4.1,-11.1
O=C(O)[C@@H](O)[C@H](O)C(=O)O,-10.1,1.9,-2.8,-2.6,6.2,4.1,-5.5,-3.6,7.1,-6.3
COC(=O)c1cn(-c2ccc(-c3noc4c3C(=O)N(CC(=O)N3CCOCC3)CC4)cc2)nn1,0.3,-3.9,-1.7,-0.7,0.6,-5.0,.,-4.8,.,-0.4
Cc1cc(-c2nc(C)c(-c3nnc(SCC(=O)Nc4ccccc4)n3C)s2)no1,-8.8,0.0,-6.3,-2.7,-0.7,15.0,2.2,-7.5,-2.5,-3.0
CCOC1=C2CN(S(=O)(=O)c3ccc(C)cc3)C(c3ccc(CC)cc3)CC2N(S(=O)(=O)c2ccc(C)cc2)C(c2ccc(CC)cc2)C1 (stereo not drawn),-2.3,-2.3,2.2,8.0,-1.0,-7.1,-2.9,1.9,0.5,-0.5
COc1cc(C(=O)N[C@@H](Cc2c[nH]c3ccccc23)C(=O)O)cc(OC)c1OC,-5.1,-3.4,-2.2,2.5,7.0,-5.8,-5.6,-5.5,-0.4,1.4
Cc1ccc2c3c([nH]c2c1)C(=O)CC(C)(C)S3,-25.5,-1.2,-59.8,-2.6,5.0,4.3,9.7,-94.2,-0.7,-13.5
CCCc1cc(=O)[nH]c(SCC(=O)N2CCC(C(=O)OCC)CC2)n1,0.6,3.4,0.7,-4.4,-3.1,9.6,3.2,-0.2,1.0,-3.4
CCOC(=O)CC(=O)CSc1nc(C)nc2c1oc1ccccc12,-152.4,-7.0,-90.8,3.5,10.2,0.6,3.3,-89.8,-18.2,-53.1
COC(=O)C1=C(C)NC(=O)NC1c1cn(-c2ccccc2)nc1-c1cccs1 (stereo not drawn),-2.9,0.5,-2.3,-3.9,-9.7,5.2,4.5,-1.7,-0.1,-3.5
O=C(c1cc(-c2cccc(Br)c2)nc2ccccc12)N1CCCC1,2.7,-5.8,1.8,3.8,-4.8,4.2,5.7,-0.3,6.4,-0.5
O=C(C1CCCCC1)N1C[C@H](n2cc(C3CC3)nn2)[C@@H](O)C[C@@H]1c1ccc(Cl)cc1,-15.1,-0.1,-1.6,-1.4,-1.6,-4.6,-4.1,-0.1,6.6,-5.6
COc1ccc(C2CC(=O)Oc3c(C(CCN4CCOCC4)c4cc(OC)c(OC)c(OC)c4)c(OC)cc(OC)c32)cc1 (stereo not drawn),1.5,9.8,-3.1,1.3,1.3,-1.2,-16.4,1.0,8.9,-0.2
Cc1ccc(C)c(Nc2nc3ccccc3[nH]2)c1,5.8,-4.2,-1.4,7.2,-3.0,-3.5,-0.7,-7.6,8.9,-3.3
Cc1ccc(C(=O)NCCc2nnc3ccc(SCC(=O)N4CCCCC4)nn23)cc1,0.7,4.5,-1.0,1.1,-2.3,3.6,5.8,-6.3,3.6,-4.5
O=C(N/N=C/c1ccccc1[N+](=O)[O-])c1ccc(CN2CCOCC2)cc1,1.5,2.1,3.4,2.9,-9.7,3.7,11.2,0.8,7.7,-0.7
Cc1ccc(S(=O)(=O)Nc2ccccc2CNC2CCCCC2)cc1,-10.2,-5.2,2.6,-3.7,-0.1,1.2,5.0,-0.6,7.6,-1.6
CC1Cc2cc(S(=O)(=O)N3CCN(C)CC3)ccc2N1C(=O)C1CC1 (stereo not drawn),2.1,-5.2,3.3,-9.1,-4.1,-16.1,2.9,-1.1,6.0,-5.4

Ordered by formula weight (low to high): part of the list above.
molecule,ADAM10 inh,SIAE inh,PLCg1 inh,DDE Tn7 FP inh,Tn6 DDE FP,TDP2 absorb,ARFGAP1 inh,PLC-beta3 inh,ASAP1 GAP inh,ADAM17 inh
Cc1ccc(S(=O)(=O)Nc2ccccc2CNC2CCCCC2)cc1,-10.2,-5.2,2.6,-3.7,-0.1,1.2,5.0,-0.6,7.6,-1.6
O=C(N/N=C/c1ccccc1[N+](=O)[O-])c1ccc(CN2CCOCC2)cc1,1.5,2.1,3.4,2.9,-9.7,3.7,11.2,0.8,7.7,-0.7
O=C(c1cc(-c2cccc(Br)c2)nc2ccccc12)N1CCCC1,2.7,-5.8,1.8,3.8,-4.8,4.2,5.7,-0.3,6.4,-0.5
COC(=O)C1=C(C)NC(=O)NC1c1cn(-c2ccccc2)nc1-c1cccs1 (stereo not drawn),-2.9,0.5,-2.3,-3.9,-9.7,5.2,4.5,-1.7,-0.1,-3.5
Cc1ccc(C(=O)NCCc2nnc3ccc(SCC(=O)N4CCCCC4)nn23)cc1,0.7,4.5,-1.0,1.1,-2.3,3.6,5.8,-6.3,3.6,-4.5
COc1ccc(C2CC(=O)Oc3c(C(CCN4CCOCC4)c4cc(OC)c(OC)c(OC)c4)c(OC)cc(OC)c32)cc1 (stereo not drawn),1.5,9.8,-3.1,1.3,1.3,-1.2,-16.4,1.0,8.9,-0.2

Screening results as filed in PubChem BioAssay.
